Compound activity (PubChem)
MEX-5 binding: C. elegans MEX-5 TCR-2 RNA binding activity; actives 0.38% (n = 300,000); AID 1832; MEX-5/FITC-TCR2 RNA binding, fluorescence polarization; hits give low values; activity score (negative = inhibition of binding), % at 10 µM;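 active = inhibition past about -25% in most replicates, and total fluorescence under double the plate's negative control median, limit read from the data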;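 also: 0% = DMSO and -100% = 5 µM competing unlabeled TCR2 RNA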
GRK2 aptamer HTS: human GRK2 inhibition via aptamer displacement. P25098. bead flow cytometry, FAM-aptamer displacement from GRK2. inhibition of aptamer binding, % at 10 µM. actives 0.59% (n = 330,000). AID 488847;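 active = inhibition of aptamer binding above 40%, roughly 3 SD of noise, on plates passing a quality check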;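 also: median bead fluorescence of bound FAM aptamer so fluorescent compounds give negative values; no value below 0 was filed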
Target sequence (P25098 whole entry, looked up): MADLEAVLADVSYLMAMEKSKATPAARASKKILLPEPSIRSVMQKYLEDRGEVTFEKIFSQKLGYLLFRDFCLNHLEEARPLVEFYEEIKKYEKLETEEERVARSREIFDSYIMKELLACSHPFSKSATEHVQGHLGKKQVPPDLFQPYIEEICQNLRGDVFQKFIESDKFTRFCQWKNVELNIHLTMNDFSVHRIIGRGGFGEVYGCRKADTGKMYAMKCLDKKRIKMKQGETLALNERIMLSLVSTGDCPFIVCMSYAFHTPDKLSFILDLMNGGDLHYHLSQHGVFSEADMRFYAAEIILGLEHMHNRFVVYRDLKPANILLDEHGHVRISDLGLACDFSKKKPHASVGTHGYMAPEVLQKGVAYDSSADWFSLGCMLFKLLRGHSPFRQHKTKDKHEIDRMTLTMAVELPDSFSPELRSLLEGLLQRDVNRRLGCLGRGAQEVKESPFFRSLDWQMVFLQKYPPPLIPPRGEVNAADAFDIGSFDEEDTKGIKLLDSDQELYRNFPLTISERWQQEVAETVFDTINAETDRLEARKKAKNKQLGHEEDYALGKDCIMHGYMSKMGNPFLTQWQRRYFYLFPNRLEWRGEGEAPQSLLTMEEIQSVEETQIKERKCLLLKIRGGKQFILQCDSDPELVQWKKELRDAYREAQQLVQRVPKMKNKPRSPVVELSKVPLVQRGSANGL
CIT2 TOR yeast: alters CIT2-GFP fluorescence in TOR pathway yeast screen; S. cerevisiae CIT2-GFP strain, flow cytometry, 3 h; 100 means same as DMSO wells; GFP response vs DMSO, % at 10 µM; actives 0.065% (n = 320,000); AID 2029;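 active = GFP response relative to DMSO above a set limit, near the screen mean plus 3 SD, cut at about 150% in these data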;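 also: ratio of well median GFP fluorescence to mean of DMSO wells on the plate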
AGP1 TOR yeast: yeast TOR pathway AGP1-GFP modulation | actives 0.02% (n = 320,000) | GFP response vs DMSO, % at 10 µM | S. cerevisiae AGP1-GFP multiplex flow cytometry, 3 h; GFP as percent of DMSO wells;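 active = GFP response relative to DMSO above a set limit, near screen average plus 3 SD, cut at about 150% in these data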;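 also: median GFP channel fluorescence of the gated AGP1 strain per well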
Fam108B inh: blocks mouse Fam108B hydrolase in RBBP9 counter-screen; recombinant Fam108B, FP-Rh probe fluorescence polarization; inhibition, % at 9.51 µM; actives 0.33% (n = 300,000);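 active = inhibition above the screen mean inhibition plus 3 SD, computed separately per campaign, cut at about 18% in these data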;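 also: inhibitors lower polarization as less probe binds the enzyme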
Bcl-xL primary: blocks human Bcl-xL binding to Bim BH3 peptide | GST-Bcl-xL / FITC-Bim BH3 peptide fluorescence polarization | Q07817 | inhibition, % at 10.9 µM | AID 2129 | actives 0.7% (n = 320,000);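 active = inhibition above the mean of all tested compounds plus 3 SD, cutoff set per campaign, cut at about 30% in these data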;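 also: 0% = DMSO wells and 100% = unlabeled Bim-BH3 peptide competitor; inhibitors lower millipolarization by displacing the labeled peptide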
Target sequence (Q07817 whole entry, looked up): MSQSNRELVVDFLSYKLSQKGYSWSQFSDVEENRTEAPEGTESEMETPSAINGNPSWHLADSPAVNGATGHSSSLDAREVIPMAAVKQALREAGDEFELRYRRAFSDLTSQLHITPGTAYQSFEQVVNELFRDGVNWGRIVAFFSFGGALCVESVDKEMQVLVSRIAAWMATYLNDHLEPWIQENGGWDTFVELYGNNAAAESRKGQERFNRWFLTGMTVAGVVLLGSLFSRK
MCL1-BIM inh: inhibitors of human MCL1 binding to BIM-BH3 peptide; Q07820; GST-MCL1 / FITC-Bim-BH3 fluorescence polarization; inhibition, % at 10.9 µM; actives 0.68% (n = 320,000); AID 2057;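 active = inhibition above the mean inhibition of all tested compounds plus 3 SD, set per campaign, cut at about 40% in these data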;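 also: 0% = DMSO wells and 100% = unlabeled Bim-BH3 peptide control; higher means more loss of mP so more displacement of Bim peptide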
GLD-1 RNA inh: GLD-1-TGE RNA interaction inhibition (C. elegans); Q17339; purified GLD-1 + fluorescein TGE RNA, fluorescence polarization; inhibition, % at 5.96 µM; actives 0.44% (n = 320,000);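 active = percent inhibition above a per-plate cutoff, the plate mean of test compounds plus 3 SD, cut at about 30% in these data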;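 also: 0% = DMSO wells with GLD-1 and probe and 100% = wells lacking GLD-1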
VLA-4 inh: inhibition in a human VLA-4 binding assay | VLA-4 expressing cells, ligand binding flow cytometry | inhibition, % (about 7 µM as worked out from the volumes in the protocol) | actives 0.2% (n = 330,000); in the data active = inhibition above about 50%
Starred values were filed as active, the others as inactive.

What do the screens show for `CCCc1[nH]nc2c1C(c1ccc(OC)c(Cn3nnc4ccccc43)c1)C(C#N)=C(N)O2` (stereo unspecified)?
MEX-5 binding: -0.4; GRK2 aptamer HTS: 1; CIT2 TOR yeast: 94; AGP1 TOR yeast: 98; Fam108B inh: 0; Bcl-xL primary: 12; MCL1-BIM inh: 8; GLD-1 RNA inh: -1; VLA-4 inh: 2

What do the screens show for `CCOc1ccc2[nH]c(C)c(CN3CCCCCC3)c(=O)c2c1`?
MEX-5 binding: -2.1; GRK2 aptamer HTS: 0; CIT2 TOR yeast: 95; AGP1 TOR yeast: 96; Fam108B inh: -6; Bcl-xL primary: -4; MCL1-BIM inh: -1; GLD-1 RNA inh: -4; VLA-4 inh: 7

How did Cn1c(/C=N/O)nc2ccccc21 do in these assays?
MEX-5 binding: -2.0; GRK2 aptamer HTS: 3; CIT2 TOR yeast: 97; AGP1 TOR yeast: 103; Fam108B inh: 0; Bcl-xL primary: -5; MCL1-BIM inh: 0; GLD-1 RNA inh: 3; VLA-4 inh: 4

How did O=C(CCl)N1c2ccccc2SCC1c1ccccc1 (stereo unspecified) do in these assays?
MEX-5 binding: 2.1; GRK2 aptamer HTS: 1; CIT2 TOR yeast: 91; AGP1 TOR yeast: 95; Fam108B inh: 0; Bcl-xL primary: 5; MCL1-BIM inh: 14; GLD-1 RNA inh: 6; VLA-4 inh: 15

What do the screens show for `Cc1ccc2nc(Cl)c(/C=N/n3c(C)nnc3C)cc2c1`?
MEX-5 binding: -1.2; GRK2 aptamer HTS: 6; CIT2 TOR yeast: 99; AGP1 TOR yeast: 97; Fam108B inh: -6; Bcl-xL primary: -13; MCL1-BIM inh: -17; GLD-1 RNA inh: -4; VLA-4 inh: 15

What do the screens show for `CC(C)Cn1c(SCC(=O)Nc2cccnc2Cl)nnc1-c1ccco1`?
GRK2 aptamer HTS: 4; CIT2 TOR yeast: 99; AGP1 TOR yeast: 99; GLD-1 RNA inh: -3; VLA-4 inh: -13

How did NS(=O)(=O)c1ccc(CCNC(=O)c2cc(-c3cc(Cl)ccc3O)n[nH]2)cc1 do in these assays?
MEX-5 binding: -1.1; GRK2 aptamer HTS: 4; CIT2 TOR yeast: 96; AGP1 TOR yeast: 100; Fam108B inh: -4; Bcl-xL primary: -1; MCL1-BIM inh: 1; GLD-1 RNA inh: -1; VLA-4 inh: -7

What do the screens show for `O=C(O)C1CCCCN1S(=O)(=O)c1cccc2nsnc12` (stereo unspecified)?
MEX-5 binding: 4.1; GRK2 aptamer HTS: 0; CIT2 TOR yeast: 91; AGP1 TOR yeast: 93; Fam108B inh: 1; Bcl-xL primary: 4; MCL1-BIM inh: 5; GLD-1 RNA inh: -2; VLA-4 inh: 11

What do the screens show for `CCOC(=O)c1ccccc1NC(=O)COC(=O)CCNS(=O)(=O)c1ccccc1`?
MEX-5 binding: 0.6; GRK2 aptamer HTS: 0; CIT2 TOR yeast: 94; AGP1 TOR yeast: 105; Fam108B inh: -2; Bcl-xL primary: -3; MCL1-BIM inh: -6; GLD-1 RNA inh: -4; VLA-4 inh: 1

How did COc1cccc(/C=N/n2c(-c3cc(C)[nH]n3)n[nH]c2=S)c1O do in these assays?
MEX-5 binding: -2.2; GRK2 aptamer HTS: 5; CIT2 TOR yeast: 100; AGP1 TOR yeast: 105; Fam108B inh: -4; Bcl-xL primary: -9; MCL1-BIM inh: -25; GLD-1 RNA inh: 6; VLA-4 inh: 7

What do the screens show for `COc1cccc(-n2c(SCC(=O)N3CCOCC3)nc3c([nH]c4ccccc43)c2=O)c1`?
MEX-5 binding: 2.3; GRK2 aptamer HTS: 1; CIT2 TOR yeast: 102; AGP1 TOR yeast: 100; Fam108B inh: 0; Bcl-xL primary: -1; MCL1-BIM inh: 0; GLD-1 RNA inh: 0; VLA-4 inh: 7

Results for COC(=O)C(Cc1ccc(O)cc1)NC(=O)CCOc1ccc(OC)cc1 (stereo unspecified) ?
MEX-5 binding: 0.9; GRK2 aptamer HTS: 0; CIT2 TOR yeast: 94; AGP1 TOR yeast: 91; Fam108B inh: 4; Bcl-xL primary: -4; MCL1-BIM inh: -9; GLD-1 RNA inh: -4; VLA-4 inh: 1

Results for CCOc1cc2[nH]c(=S)n(CCCN(CC)CC)c(=O)c2cc1OCC ?
MEX-5 binding: -1.0; GRK2 aptamer HTS: 1; CIT2 TOR yeast: 99; AGP1 TOR yeast: 100; Fam108B inh: 1; Bcl-xL primary: 9; MCL1-BIM inh: 3; GLD-1 RNA inh: 5; VLA-4 inh: -4

How did CN(Cc1cccc(Cl)c1)C(=O)C1CSC2(C)CCC(=O)N12 (stereo unspecified) do in these assays?
MEX-5 binding: -1.2; GRK2 aptamer HTS: 0; CIT2 TOR yeast: 109; AGP1 TOR yeast: 100; Fam108B inh: -4; Bcl-xL primary: 3; MCL1-BIM inh: 7; GLD-1 RNA inh: 4; VLA-4 inh: -1

Results for N#C/C(=C\C=C\c1ccccc1)C(=O)N1CCCC1 ?
MEX-5 binding: 0.0; GRK2 aptamer HTS: 1; CIT2 TOR yeast: 93; AGP1 TOR yeast: 80; Fam108B inh: 2; Bcl-xL primary: 2; MCL1-BIM inh: -3; GLD-1 RNA inh: -2; VLA-4 inh: 3

Results for COc1ccc(C(=O)CCC(=O)NCCc2c[nH]c3ccccc23)cc1OC ?
MEX-5 binding: -2.1; GRK2 aptamer HTS: 0; CIT2 TOR yeast: 105; AGP1 TOR yeast: 101; Fam108B inh: -3; Bcl-xL primary: 4; MCL1-BIM inh: 0; GLD-1 RNA inh: 7; VLA-4 inh: -8

What do the screens show for `O=C(Nc1ccccc1NC(=O)c1ccco1)c1ccco1`?
MEX-5 binding: 0.3; GRK2 aptamer HTS: 0; CIT2 TOR yeast: 98; AGP1 TOR yeast: 104; Fam108B inh: 0; Bcl-xL primary: 2; MCL1-BIM inh: 7; GLD-1 RNA inh: 2; VLA-4 inh: 18

What do the screens show for `O=c1[nH]cc(C(F)(F)F)cc1NS(=O)(=O)c1ccccc1[N+](=O)[O-]`?
MEX-5 binding: -6.2; GRK2 aptamer HTS: 1; CIT2 TOR yeast: 111; AGP1 TOR yeast: 103; Fam108B inh: 1; Bcl-xL primary: -2; MCL1-BIM inh: -3; GLD-1 RNA inh: -4; VLA-4 inh: 3

How did COc1ccc2c(c1)OC[C@H]1[C@H]2N2C(=O)c3ccc(C)cc3NC(=O)[C@@]2(C)[C@H]1c1ccccc1 do in these assays?
GRK2 aptamer HTS: 0; CIT2 TOR yeast: 86; AGP1 TOR yeast: 89; GLD-1 RNA inh: 7; VLA-4 inh: 7

How did COc1ccc(N2CCN(C(=O)CN3C(=O)NC(c4ccc(OC)cc4)(c4ccc(OC)cc4)C3=O)CC2)cc1 do in these assays?
MEX-5 binding: -3.0; GRK2 aptamer HTS: 2; CIT2 TOR yeast: 100; AGP1 TOR yeast: 98; Fam108B inh: 2; Bcl-xL primary: -1; MCL1-BIM inh: -10; GLD-1 RNA inh: -4; VLA-4 inh: 0

3 records picked at random from those above, as already listed:
How did Cn1c(/C=N/O)nc2ccccc21 do in these assays?
MEX-5 binding: -2.0; GRK2 aptamer HTS: 3; CIT2 TOR yeast: 97; AGP1 TOR yeast: 103; Fam108B inh: 0; Bcl-xL primary: -5; MCL1-BIM inh: 0; GLD-1 RNA inh: 3; VLA-4 inh: 4

How did O=C(CCl)N1c2ccccc2SCC1c1ccccc1 (stereo unspecified) do in these assays?
MEX-5 binding: 2.1; GRK2 aptamer HTS: 1; CIT2 TOR yeast: 91; AGP1 TOR yeast: 95; Fam108B inh: 0; Bcl-xL primary: 5; MCL1-BIM inh: 14; GLD-1 RNA inh: 6; VLA-4 inh: 15

How did CN(Cc1cccc(Cl)c1)C(=O)C1CSC2(C)CCC(=O)N12 (stereo unspecified) do in these assays?
MEX-5 binding: -1.2; GRK2 aptamer HTS: 0; CIT2 TOR yeast: 109; AGP1 TOR yeast: 100; Fam108B inh: -4; Bcl-xL primary: 3; MCL1-BIM inh: 7; GLD-1 RNA inh: 4; VLA-4 inh: -1

Additional compounds
Results for COCc1cc(=O)n2[nH]c(-c3ccccc3)cc2n1 ?
MEX-5 binding: -1.4; GRK2 aptamer HTS: 3; CIT2 TOR yeast: 98; AGP1 TOR yeast: 98; Fam108B inh: 6; Bcl-xL primary: 4; MCL1-BIM inh: 5; GLD-1 RNA inh: -1; VLA-4 inh: 1

How did CCOC(=O)c1c(S(=O)(=O)NCc2ccc(OC)cc2)c(C)n(C)c1C do in these assays?
MEX-5 binding: 0.0; GRK2 aptamer HTS: 3; CIT2 TOR yeast: 101; AGP1 TOR yeast: 102; Fam108B inh: 4; Bcl-xL primary: 9; MCL1-BIM inh: 9; GLD-1 RNA inh: -3; VLA-4 inh: 10

Results for COc1ccc(N2CCN(C(=O)COC(=O)CCc3ccccc3OC)CC2)cc1 ?
MEX-5 binding: -0.2; GRK2 aptamer HTS: 1; CIT2 TOR yeast: 104; AGP1 TOR yeast: 98; Fam108B inh: -1; Bcl-xL primary: -1; MCL1-BIM inh: 2; GLD-1 RNA inh: 3; VLA-4 inh: 8

Results for O=C(NCc1cccs1)C1CCCN1C(=O)NC1CCCCC1 (stereo unspecified) ?
MEX-5 binding: -1.8; GRK2 aptamer HTS: 0; CIT2 TOR yeast: 100; AGP1 TOR yeast: 105; Fam108B inh: 0; Bcl-xL primary: -2; MCL1-BIM inh: -3; GLD-1 RNA inh: 1; VLA-4 inh: -7

Results for CC(C)c1cc(CN2CCOCC2)cc(C(C)C)c1O ?
MEX-5 binding: -0.5; GRK2 aptamer HTS: 3; CIT2 TOR yeast: 96; AGP1 TOR yeast: 107; Fam108B inh: 3; Bcl-xL primary: 1; MCL1-BIM inh: 0; GLD-1 RNA inh: 7; VLA-4 inh: 5

Results for CCCOC(=O)c1sc2nc3c(cc2c1N)C(=O)CCC3 ?
MEX-5 binding: -1.5; GRK2 aptamer HTS: 0; CIT2 TOR yeast: 90; AGP1 TOR yeast: 91; Fam108B inh: 3; Bcl-xL primary: 6; MCL1-BIM inh: 2; GLD-1 RNA inh: -3; VLA-4 inh: 0

What do the screens show for `COc1cccc(N2CCN(C(=O)c3cccn4c(=O)c5c(C)c(C)sc5nc34)CC2)c1`?
MEX-5 binding: -0.2; GRK2 aptamer HTS: 3; CIT2 TOR yeast: 109; AGP1 TOR yeast: 103; Fam108B inh: -1; Bcl-xL primary: 7; MCL1-BIM inh: 1; GLD-1 RNA inh: 2; VLA-4 inh: -3

What do the screens show for `CCCN(c1ccccc1F)S(=O)(=O)c1cc(-c2cc(C)no2)ccc1OC`?
MEX-5 binding: 0.1; GRK2 aptamer HTS: 2; CIT2 TOR yeast: 96; AGP1 TOR yeast: 13; Fam108B inh: -8; Bcl-xL primary: 5; MCL1-BIM inh: -1; GLD-1 RNA inh: -2; VLA-4 inh: 1

What do the screens show for `COc1cc(Cl)c(C)cc1NC(=O)CNC(C)c1ccccc1OC` (stereo unspecified)?
MEX-5 binding: 3.0; GRK2 aptamer HTS: 1; CIT2 TOR yeast: 101; AGP1 TOR yeast: 99; Fam108B inh: -2; Bcl-xL primary: 0; MCL1-BIM inh: 2; GLD-1 RNA inh: 5; VLA-4 inh: 4

What do the screens show for `O=C(N/N=C\c1ccccn1)C1COc2cc3ccccc3cc2O1` (stereo unspecified)?
MEX-5 binding: -1.8; GRK2 aptamer HTS: 1; CIT2 TOR yeast: 88; AGP1 TOR yeast: 95; Fam108B inh: -2; Bcl-xL primary: 1; MCL1-BIM inh: 6; GLD-1 RNA inh: -1; VLA-4 inh: -20
